# ADAM17 inh – ADAM17 inhibitors, primary screen, biochemical, QFRET. Disintegrin and metalloproteinase domain-containing protein 17 (Homo sapiens), P78536. recombinant ADAM17, EDANS/DABCYL FRET peptide cleavage. inhibition, % at 6.95 µM. actives 0.83% (n = 370,000). AID 720648, 2013;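 active = inhibition above the mean of compounds lying between control limits plus 3 SD, set per campaign, cut at about 8.5% in these data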;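 also: 0% = DMSO-only wells as the low control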
# Target sequence (P78536 215-824 limits assumed): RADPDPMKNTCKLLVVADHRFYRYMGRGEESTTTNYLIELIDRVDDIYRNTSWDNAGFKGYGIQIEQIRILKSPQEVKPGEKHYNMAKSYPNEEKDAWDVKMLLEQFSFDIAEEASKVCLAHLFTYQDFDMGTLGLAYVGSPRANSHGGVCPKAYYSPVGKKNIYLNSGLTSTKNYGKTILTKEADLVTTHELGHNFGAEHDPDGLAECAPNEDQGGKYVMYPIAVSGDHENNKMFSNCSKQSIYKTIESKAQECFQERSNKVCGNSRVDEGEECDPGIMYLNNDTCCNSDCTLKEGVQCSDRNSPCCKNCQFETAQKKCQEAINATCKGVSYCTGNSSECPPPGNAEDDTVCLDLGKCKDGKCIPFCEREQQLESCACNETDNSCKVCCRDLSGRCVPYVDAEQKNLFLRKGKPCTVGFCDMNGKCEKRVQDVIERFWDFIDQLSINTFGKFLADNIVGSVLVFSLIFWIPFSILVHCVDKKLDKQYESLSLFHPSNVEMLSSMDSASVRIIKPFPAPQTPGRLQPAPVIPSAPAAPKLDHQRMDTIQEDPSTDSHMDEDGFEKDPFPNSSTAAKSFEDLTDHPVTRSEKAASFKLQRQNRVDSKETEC
# ASAP1 inh – inhibitors of human ASAP1 ArfGAP activity, primary screen, biochemical, fluorescence polarization; inhibition, % at 16.5 µM; Arf-GAP with SH3 domain, ANK repeat and PH domain-containing protein 1 (Homo sapiens), …; ASAP1-stimulated ARF1 GTP hydrolysis, GDP FP detection; actives 0.19% (n = 360,000); in the data active = inhibition above about 25%;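 also: 0% = vehicle with enzyme and substrate and 100% = no enzyme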
# UHRF1 MBD2 ctr – UHRF1 methylated DNA binding inhibitors, primary screen, counter-screen for MBD2 inhibitor project, biochemical, TR-FRET, human UHRF1, single concentration; E3 ubiquitin-protein ligase UHRF1 (Homo sapiens), Q96T88; inhibition, % at 4.4 µM; UHRF1 binding to methylated oligo; actives 0.75% (n = 370,000); in the data active = inhibition above about 21%;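 also: UHRF1 SRA domain binding a hemimethylated CpG hairpin DNA probe; 0% = median of test compound wells and 100% = reference inhibitor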
# MBD2 DNA inh – inhibitors of MBD2 binding to methylated DNA, primary screen, biochemical, TR-FRET, DNA-binding domain, human; Methyl-CpG-binding domain protein 2 (Homo sapiens), Q9UBB5; MBD2 binding to methylated oligonucleotide; inhibition, % at 4.4 µM; actives 0.31% (n = 370,000); in the data active = inhibition above about 13%
# Target sequence (Q9UBB5 whole entry, looked up, the tested form may be a part): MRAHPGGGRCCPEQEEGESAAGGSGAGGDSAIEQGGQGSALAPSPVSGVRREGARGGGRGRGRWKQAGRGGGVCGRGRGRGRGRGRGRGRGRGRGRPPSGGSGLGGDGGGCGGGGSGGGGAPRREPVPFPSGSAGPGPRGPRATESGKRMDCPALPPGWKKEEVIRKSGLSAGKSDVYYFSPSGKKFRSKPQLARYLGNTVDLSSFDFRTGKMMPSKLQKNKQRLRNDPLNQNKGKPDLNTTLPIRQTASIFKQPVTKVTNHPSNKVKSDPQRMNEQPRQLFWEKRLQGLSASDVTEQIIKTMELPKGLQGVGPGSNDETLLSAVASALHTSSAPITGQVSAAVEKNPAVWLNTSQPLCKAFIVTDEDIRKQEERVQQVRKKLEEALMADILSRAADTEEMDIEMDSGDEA
# PLC-beta3 inh – human PLC-beta3 inhibitors, primary screen, biochemical, fluorescence; 1-phosphatidylinositol 4,5-bisphosphate phosphodiesterase beta-3 (Homo sapiens), Q01970; Purified PLC-beta3, fluorogenic substrate; inhibition, % at 12.2 µM; actives 0.18% (n = 370,000); AID 720704, 2013; in the data active = inhibition above about 11%;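 also: 0% = median of compound wells on plate and 100% = full blocker control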
# proKLK7 act – proKLK7 zymogen activators, primary screen, biochemical, fluorescence intensity. actives 0.9% (n = 370,000). AID 652039, 2013. purified proKLK7, EDANS-DABCYL substrate fluorescence; 100% is mature enzyme control, 0% vehicle. activation, % at 7 µM. Kallikrein-7 (Homo sapiens), P49862;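 active = activation above the mean of all tested compounds plus 3 SD, computed per campaign excluding outliers beyond control limits, cut at about 13% in these data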
# PLCg1 inh – PLC-gamma1 enzyme inhibitors, primary screen, biochemical, fluorescence, purified enzyme; 1-phosphatidylinositol 4,5-bisphosphate phosphodiesterase gamma-1 (Homo sapiens), P19174; fluorogenic substrate; inhibition, % at 12.2 µM; actives 0.84% (n = 370,000); in the data active = inhibition above about 9.5%
# Tn6 DDE FP – inhibitors of Tn6 peptide binding to fibrin DD(E), primary screen, biochemical, fluorescence polarization, human fibrin, Tn6 probe; inhibition, % at 8.3 µM; Fibrin DD(E) TRITC-Tn6 fluorescence polarization displacement; Fibrinogen beta chain (Homo sapiens), P02675; actives 0.21% (n = 370,000);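 active = inhibition above a per-campaign cutoff: mean of compounds within control limits plus 3 SD, cut at about 15% in these data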;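 also: 0% = median of all compound wells on the plate and 100% = blocking peptide control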
# ARFGAP1 inhibitor – inhibitors of rat ARFGAP1 GAP activity, primary screen, biochemical, fluorescence polarization, GDP tracer. inhibition, % at 16.5 µM. Arfgap1-stimulated ARF1 GTP hydrolysis, GDP FP detection. actives 0.26% (n = 360,000). AID 651572, 2012. ADP-ribosylation factor GTPase-activating protein 1 (Rattus norvegicus), Q62848;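 active = inhibition above a per-plate limit, mean inhibition of low control wells plus 3 SD, cut at about 25% in these data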;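 also: 0% = DMSO wells with enzyme and 100% = wells lacking Arfgap1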
#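 Assay system: purified rat His6-Arfgap1 residues 1-136 (GAP domain); Reagent: human Δ17 ARF1 bound to GTP; Dosing: 16.5 µM single point, 1.26% DMSO; Times: GTP hydrolysis reaction 2 h at 25 °C; Signal: FP, GDP Alexa 633 tracer displaced from anti-GDP antibody, 620/688 nm; Measure: % inhibition from polarization.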
# DDE Tn7 FP inh – inhibitors of Tn7 peptide binding to fibrin DD(E), primary screen, biochemical, fluorescence polarization, human fibrin, Tn7 probe | Fibrinogen beta chain (Homo sapiens), P02675 | FP displacement of FITC-Tn7 peptide from fibrin DD(E); 0% = median of compound wells per plate | inhibition, % at 8.3 µM | actives 0.13% (n = 370,000);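 active = inhibition above the mean of compounds falling within the control limits plus 3 SD of them, cut at about 14% in these data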;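 also: 0% = plate median of compound wells and 100% = 10 µM Aha-Tn7 peptide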
#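 Assay system: Human clot-derived fibrin DD(E) complex | Buffer or medium: Tris/NaCl/CaCl2 buffer, pH 7.8 | Repeats: One replicate per compound | Benchmarks: Aha-Tn7 high control | Measure: % inhibition scaled between sample-field median and high-control FP | Schedule: 10 min plus 3 h, room temperature | Signal: Fluorescence polarization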
# Numbers without * were called inactive; / = not tested or not shown.
SMILES,ADAM17 inh,ASAP1 inh,UHRF1 MBD2 ctr,MBD2 DNA inh,PLC-beta3 inh,proKLK7 act,PLCg1 inh,Tn6 DDE FP,ARFGAP1 inhibitor,DDE Tn7 FP inh
NC(N)=NS(=O)(=O)c1ccc(NC(=S)NC(=O)c2ccc3c(c2)OCO3)cc1,-3,-14,-1,1,-7,-1.1,2,2,-5,1
CCOC(=O)CSc1ncc(-c2cccc(Cl)c2)cn1,1,15,1,3,-2,0.9,1,-9,14,-2
CC(C)c1ccc(NC2CCCN(C(=O)CCc3cn[nH]c3)C2)cc1 (configuration not stated),-7,-2,0,1,-6,0.7,-3,7,-1,8
O=C(CCCN1C(=O)CCC1=O)Nc1ccc2c(c1)OCCO2,-2,-14,-1,-2,-1,0.2,3,10,4,4
CCOc1ccc(/C=N/NC(=O)c2cc3ccccc3cc2OC)cc1,-10,2,0,-2,-14,-1.8,-4,5,2,0
COc1ccc(CNS(=O)(=O)NCc2ccccc2)cc1OC,-1,-1,0,-2,3,-0.5,5,4,-2,-1
CN(C)S(=O)(=O)c1cccc(C(=O)Nc2ccc(N3CCOCC3)cc2)c1,-3,-14,2,-2,-4,-0.3,5,-9,19,1
CCCN1CCC(NC(=O)C2CCCCC2C(=O)O)CC1 (configuration not stated),0,-5,-5,-6,-2,-0.1,3,1,1,-4
COc1ccc(C(O)c2ncc(-c3ccccc3)[nH]2)cc1 (configuration not stated),-7,-3,-2,-3,2,-0.8,3,0,-3,6
CCOC(=O)/C(=N/Nc1ccccc1)N1CCCc2ccccc21,-4,-3,-2,0,2,-0.2,2,4,3,6
COc1cc(CN2C[C@@H](CO)O[C@@H](n3cnc4c(NCCN(C)C)ncnc43)C2)cc(OC)c1OC,-3,-3,0,1,-2,0.6,3,-1,-11,0
O=C(Nc1cc(C(F)(F)F)ccc1N1CCOCC1)c1cccnc1,1,6,2,-4,4,-1.0,7,-3,-3,-8
CCn1cc(C(=O)N[C@@H](CCSC)C(=O)NCCCn2ccnc2)c(=O)c2cc3c(cc21)OCO3,-9,-8,0,-6,-9,0.6,-8,0,-2,1
CCOc1ccc(CN2CCN(CCCn3cccn3)CC2CCO)cc1 (configuration not stated),-6,-14,0,1,-29,-0.3,1,-2,18,6
CCCc1nc(C)c2c(=O)[nH]c(-c3cc(S(=O)(=O)N4CCN(CC)CC4)ccc3OCC)nn12,0,1,0,-3,2,0.9,-1,-3,0,-2
COC(=O)C(CC(=O)c1ccc(Cl)cc1)c1ccc(C)cc1 (configuration not stated),1,-6,0,3,4,-0.2,2,-8,-7,6
CN1CCN(CCCNC(=O)c2ccc(/C=C3/Sc4ccccc4N(Cc4cccc(Cl)c4)C3=O)cc2)CC1,-3,9,-3,-3,-262,-12,-175,-5,-3,-4
C1=C(CCNCC2CCCCC2)CCCC1,1,4,-4,-3,6,0.3,4,1,1,-9
CN(C(=O)C1Cc2c(-c3ccc(Cl)cc3)ccnc2O1)c1ccccc1 (configuration not stated),-1,-14,3,3,-1,0.1,2,-2,4,6
O=[N+]([O-])c1cccc(/C=N/Nc2ncc(Br)cn2)c1,-3,-1,0,-2,-4,-0.3,1,-2,6,-3
Clc1ccc(-c2nc3ccccn3c2CN2CCSCC2)cc1,-2,12,0,2,-4,0.4,-5,-2,16,-1
CC(C)(C)N/C=C(\C#N)S(=O)(=O)c1ccc(Br)cc1,-3,-21,0,-3,-6,0.6,-1,-3,-3,4
CCNC(=S)NNC(=O)c1ccoc1C,1,11,-5,2,0,-0.4,1,-9,0,3
Cc1cccc(-n2c(C)cc(/C=N/O)c2C)c1,0,11,-6,-3,1,-0.2,-3,-4,14,8
COc1ccc2c(c1)Sc1ccc(Cl)cc1N2,-5,/,9,-3,-41,/,-27,2,/,-5
Cc1cc(C)n(C2CC(=O)N(c3ccccc3)C2=O)n1 (configuration not stated),-3,8,-2,0,0,0.0,1,7,4,3
CCCN(C(=O)COC(=O)c1nc2nc(C)cc(C)n2n1)C1CCS(=O)(=O)C1 (configuration not stated),-2,-2,-2,3,-4,0.4,1,2,-10,3
CCNC(=S)Nc1ccc(-c2nc3ccccc3[nH]2)cc1,-16,5,2,-2,-3,0.2,2,-6,-10,-3
COc1ccc(Cc2n[nH]c(=S)n2NC(=O)Nc2ccc(Cl)c(Cl)c2)cc1,4,-10,-3,-3,-7,0.6,0,1,1,2
Nc1n[nH]c(N)c1N=Nc1ccccc1,2,3,-6,-1,-3,-0.3,4,6,2,0
COc1ccc(C2(c3ccc(OC(C)=O)cc3OC(C)=O)CC(c3ccccc3)NC(=S)N2)cc1 (configuration not stated),3,22,-1,-4,-71,0.0,5,-6,5,-3
CCOc1ccc(/C=N/OCC(=O)Nc2cc(C)on2)cc1,-6,-9,1,-3,-1,0.0,0,-4,7,-1
OCC1(Cc2ccccc2)CCCN(Cc2ccn[nH]2)C1 (configuration not stated),-1,4,-3,3,-4,-0.4,2,-5,-8,6
CC(=O)Cc1nsc(NC(=O)c2ccc(-c3ccccc3Cl)o2)n1,-9,-5,-2,-5,-71,-1.1,-56,3,19,-4
O=C(NCc1ccc(Cl)cc1)c1cc(=O)[nH]c2ccccc12,-4,7,-1,5,-3,0.3,-5,-5,8,9
NS(=O)(=O)c1ccc(CCNC(=O)CSc2ccc([N+](=O)[O-])cc2)cc1,0,11,0,0,-5,0.6,2,-3,-2,-5
COC(=O)c1ccc2nc(-c3ccc(F)cc3)c(Cc3ccsc3)n2c1,-3,9,24*,6,-30,-1.1,-18,5,-3,-1
COC(=O)c1ccc(C)c(NC(=O)CN(c2cc(OC)ccc2OC)S(C)(=O)=O)c1,0,-6,1,2,-1,0.2,9,4,4,1
CC1(C)CC(=O)C(C(=S)Nc2ccc(F)cc2)=C(NCCN2CCOCC2)C1,-2,14,0,-3,1,0.1,1,1,-9,-2
COc1cccc(CNCCNC(=O)c2nonc2N)c1,3,-4,-1,-3,4,0.7,4,-3,-1,3
CC(=O)Nc1ccc(-c2ccnc3c2CC(C(=O)Nc2cccc(C(C)=O)c2)O3)cc1 (configuration not stated),-2,-1,-1,6,0,0.5,3,-5,-7,-4
CCCOc1ccc(S(=O)(=O)Nc2ccccn2)c2ccccc12,-3,-16,3,1,-4,0.5,-1,-5,0,1
Cc1nc2ccccn2c1C(=O)N/N=C/c1ccc(CNC(=O)C(=O)Nc2ccccc2)o1,0,11,-2,-4,-5,-0.9,-3,-2,-2,-5
O=c1[nH]c(C2CCCN(S(=O)(=O)c3ccc(F)cc3)C2)nc2c1nnn2Cc1ccc(F)cc1 (configuration not stated),-1,0,1,1,-1,-0.3,4,-2,11,-1
COc1cccc(OCCOCCOc2ccc(C)cc2[N+](=O)[O-])c1,3,-8,1,-1,4,-0.2,-3,5,5,-1
CCCCCCCC1(C)NC(=O)N(c2ccccc2)N1 (configuration not stated),-4,16,-1,1,1,0.1,1,3,7,-5
COc1ccccc1/C=C/C=N/n1c(-c2ccco2)n[nH]c1=S,-6,-1,-2,-4,-8,-1.4,-3,8,1,5
O=C(NC1CCCC1)C(c1ccc(F)cc1)N(C(=O)c1csnn1)C1CCCC1 (configuration not stated),-2,3,0,8,-7,0.4,-1,-4,6,-6

# Single records, from the list above. Screens in order: ADAM17 inh | ASAP1 inh | UHRF1 MBD2 ctr | MBD2 DNA inh | PLC-beta3 inh | proKLK7 act | PLCg1 inh | Tn6 DDE FP | ARFGAP1 inhibitor | DDE Tn7 FP inh
# Listed for CCCCCCCC1(C)NC(=O)N(c2ccccc2)N1 (configuration not stated) → -4 | 16 | -1 | 1 | 1 | 0.1 | 1 | 3 | 7 | -5
# Listed for CCCOc1ccc(S(=O)(=O)Nc2ccccn2)c2ccccc12 → -3 | -16 | 3 | 1 | -4 | 0.5 | -1 | -5 | 0 | 1
# Listed for COc1cccc(OCCOCCOc2ccc(C)cc2[N+](=O)[O-])c1 → 3 | -8 | 1 | -1 | 4 | -0.2 | -3 | 5 | 5 | -1

# Next section.
SMILES,ADAM17 inh,ASAP1 inh,UHRF1 MBD2 ctr,MBD2 DNA inh,PLC-beta3 inh,proKLK7 act,PLCg1 inh,Tn6 DDE FP,ARFGAP1 inhibitor,DDE Tn7 FP inh
CC(=O)OCC(OC(C)=O)C(OC(C)=O)C(OC(C)=O)C(=O)Nc1cccc(C)c1 (configuration not stated),-2,-7,0,-4,-2,0.0,1,-1,1,1
Cc1nn(C(C)C(=O)NC2C(=O)N3C(C(=O)O)=C(CSc4nnnn4C)CSC23)cc1Cl (configuration not stated),-3,2,1,2,-5,-0.3,1,-1,6,-2
CCCCc1ccc(NC(=S)N2CCN(c3ccccn3)CC2)cc1,-1,1,-1,1,-4,0.0,1,0,5,1
COCCCNC(=O)CC1C(=O)N(Cc2ccccc2)C(C)c2nc3ccccc3n21 (configuration not stated),1,6,4,3,5,-0.7,6,2,5,-4
COc1ccc(OC)c(S(=O)(=O)NC2CCCCC2)c1,-4,6,7,3,4,-0.1,-3,-2,6,-1
Cn1cnnc1Sc1ccc(/C=C(\CC(=O)O)c2nc3ccccc3s2)cc1[N+](=O)[O-],-2,5,0,2,-5,-0.1,2,1,-14,-2
OC(c1ccccc1)(c1ccccc1)c1ncc[nH]1,0,-15,-1,-3,4,0.1,3,-1,2,-5
COCCOC(=O)c1[nH]c2c(c1C)C(=O)CC(c1cccs1)C2 (configuration not stated),-6,1,2,-5,-10,-0.4,0,4,-4,5
COc1ccc(N)cc1C#N,-4,5,-5,-8,6,-0.3,0,-1,-7,-3
CCOc1ccc(N(CC(=O)NC2CC2)S(=O)(=O)c2ccc(C)cc2)cc1,0,4,-2,2,-4,0.2,-2,2,11,1
Cc1cc(CNC(=O)COc2ccc(C)c(C)c2)c2ccccc2n1,-2,-3,-1,5,-2,0.0,1,-8,2,-7
O=C(Oc1ccc2c(c1)OCC2=O)c1ccccc1,-2,-1,-1,0,-18,0.3,-12,7,-9,0
Cc1ccc(C(=O)NC2CCCc3ccccc32)o1 (configuration not stated),-2,-4,2,-2,-3,-0.2,0,0,4,1
O=C(NCc1cccnc1)Nc1ccc(Cl)cc1Cl,-2,-1,2,5,-7,-0.1,2,-3,6,-4
